PfHsp40 rescue – compounds rescuing yeast from Plasmodium falciparum HSP40 toxicity | S. cerevisiae expressing PfHsp40, growth rescue, ATP luminescence | 0.68% of 340,000 active | growth rescue, % at 12.5 µM | AID 504582; in the data active = growth rescue above about 28%, passing the limit was not always enough; inconclusive = no clear call, values can overlap the other calls;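 also: yeast W303a lacking pdr1 and pdr3 grown in galactose medium; growth measured after three days at 30 °C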
Yp Topo-I inh – Y. pestis Topo-I inhibition via cleavage products | activity, % at 10 µM | Y. pestis Topo-I cleavage product accumulation, plate reader | 0.064% of 360,000 active; in the data active = activity above about 50%, passing the limit was not always enough; inconclusive = no clear call, values can overlap the other calls; also: inactives centre near 2
Anthrax LF inh2 – inhibitors of Bacillus anthracis lethal factor protease; P15917; multiplex microsphere protease cleavage assay, LF; inhibition, % at 10 µM; 0.12% of 360,000 active; AID 588501; also: plate controls were buffer without enzyme for full effect and enzyme alone for no effect
SSB-PriA inh – K. pneumoniae PriA-SSBct interaction inhibition; 0.6% of 430,000 active; AlphaScreen SSBct-PriA binding, biotinylated peptide; inhibition, % at 33 µM; in the data active = inhibition mostly above about 37%, no sharp cut-off; inactive = mostly below about 20%;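 also: plate controls were negative control peptide for no effect and reference peptide for full effect; strong numbers were not always called active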
BoNT A protease – blocks Botulinum neurotoxin A light chain protease | multiplex microsphere protease substrate cleavage, flow cytometry | inhibition, % at 10 µM | 0.17% of 360,000 active; also: plate controls were buffer without enzyme for full effect and enzyme alone for no effect
PrPC TRFRET – cell surface PrPC inhibition, primary TR-FRET screen; inhibition, % at 13.8 µM; 0.43% of 370,000 active; TR-FRET read-out; P04156; in the data active = inhibition above about 24%; also: 0% = median of the test wells and 100% = reference compound wells
3CLpro inhibitor – SARS-CoV 3CLpro protease inhibition; P0C6X7; recombinant SARS-CoV 3CLpro, quenched FRET peptide cleavage; inhibition, % at 6 µM; 0.14% of 290,000 active; AID 1706; in the data active = inhibition above about 12%
TcdB inh – blocks C. difficile toxin B glycohydrolase activity. P18177. TcdB glycohydrolase enzymatic assay, plate reader. inhibition, % at 9.99 µM. 0.24% of 350,000 active; in the data active = inhibition above about 10%
BH1578 lux ind – induces V. cholerae light production without autoinducers. V. cholerae BH1578 lux reporter, luminescence, 6 h. activation, % at 18.7 µM. 0.16% of 350,000 active; in the data active = activation mostly above about 9.7%, no sharp cut-off; inconclusive = no clear call, values can overlap the other calls; inactive = mostly below about 3.7%; also: not every result past the cut was called active; inactives centre near 0; reference of the scale not given here
* = called active by the depositor; i = inactive; ? = inconclusive; / = no result given; & = joins results of further samples. Rule as the data show it, unless noted: active = inhibition above about 30%; inconclusive = no clear call, values can overlap the other calls; inactive = below that. The list is partial. The share of hits here may be higher or lower than overall.

SMILES	PfHsp40 rescue	Yp Topo-I inh	Anthrax LF inh2	SSB-PriA inh	BoNT A protease	PrPC TRFRET	3CLpro inhibitor	TcdB inh	BH1578 lux ind
Cc1ccc(S(=O)(=O)c2nc(-c3ccco3)oc2SC(C)C)cc1	-0.7	1	6	4	4.2	-33	-3	1.2	-0.3
COC(=O)c1c(N2C(=O)Nc3ccccc3N2O)sc(C)c1C	0.0	10	0	-1	0.0	5	-1	0.0	i
CN(C(=O)CSc1ncnc2sccc12)C1CCS(=O)(=O)C1 (stereo unspecified)	3.3	-5	-1	-13	2.8	-3	/	-0.8	-1.6
Cn1ccnc1SCC(=O)N1CCN(S(=O)(=O)c2ccccc2)CC1	-0.2	-1	0	-3	-1.1	3	0	2.4	i
C=CC[C@H](CC(=O)NCCO)C(=O)NCCOC(=O)[C@@H](CC=C)Cc1ccc(F)cc1	0.9	-2	5	-4	0.1	-3	/	1.7	i
Cc1ccccc1NC(=O)NCCCN1CCN(C)CC1	-0.9	2	6	-14	-1.2	3	2	-0.1	-0.6
Cc1cccc(C)c1OCC(=O)Nc1ccc2c(c1)OCCO2	-0.8	4	-3	-25	-0.6	13	2	0.5	-3.4
O=[N+]([O-])c1ccccc1S(=O)(=O)N1CCN(c2ccccc2)CC1	0.7	-9	-12	18	?	-10	-2	0.7	-0.6
O=C(NCCCn1ccnc1)c1cc(S(=O)(=O)N2CCOCC2)c(Cl)cc1Cl	0.1	7	-2	-6	0.8	5	0	/	-10
CCC(=O)Nc1cccc(NC(=S)NC(=O)c2ccccc2)c1	-0.4	0	-2	-2	0.5	1	3	0.6	-0.3
Cc1cc(C)c(CC(=O)c2ccccc2)c(C)c1	-1.6	7	-6	-9	-0.1	1	/	-0.3	-0.8
CN(CC(=O)NCCc1ccc(F)cc1)CC(=O)Nc1ccc(F)c(F)c1F	0.7	5	-1	3	2.7	-2	/	-0.2	-0.4
Cc1nc(-c2ccc(S(=O)(=O)Nc3ccc(Br)cc3Cl)s2)cs1	26*	15	-9	-10	0.5	37*	5	-0.4	0.9
Cc1csc(NC(=O)c2cccnc2Cl)n1	-0.5	-8	20	-2	-4.6	-4	/	0.4	-0.4
Cc1cc(C)c([N+](=O)[O-])cc1-c1ccc(/C=N/c2c(-c3ccco3)nc3ccccn23)o1	0.0	-7	-7	/	-0.1	-12	6	/	-0.1
Cc1cccc(NC(=O)COc2ccc(-c3nn(C)c(=O)c4ccccc34)cc2)c1	5.5	13	-3	-7	-0.1	6	3	1.0	-0.1
Cc1cccc(N2CCN(C(=O)c3ccc(NC(=O)CC4SC(N5CCCC5)=NC4=O)cc3)CC2)c1C (stereo unspecified)	0.1	6	-2	4	-2.2	-8	/	1.7	i
COc1ccc(S(=O)(=O)NCC(c2ccco2)N2CCc3ccccc3C2)cc1 (stereo unspecified)	-0.3	14	/	-6	/	-4	/	2.4	0.8
COc1ccc(CCNC(=O)Nc2ccc([N+](=O)[O-])cc2)cc1OC	0.0	-11	-1	8	-0.7	-14	4	2.1	-0.2
CCNC(=O)CSc1nnc(C2CC2)n1-c1ccccc1	0.7	-10	-6	-18	-0.8	-1	5	/	-0.2

A portion from the list above, for reference:
SMILES	PfHsp40 rescue	Yp Topo-I inh	Anthrax LF inh2	SSB-PriA inh	BoNT A protease	PrPC TRFRET	3CLpro inhibitor	TcdB inh	BH1578 lux ind
Cc1nc(-c2ccc(S(=O)(=O)Nc3ccc(Br)cc3Cl)s2)cs1	26*	15	-9	-10	0.5	37*	5	-0.4	0.9
Cc1csc(NC(=O)c2cccnc2Cl)n1	-0.5	-8	20	-2	-4.6	-4	/	0.4	-0.4
Cc1cc(C)c([N+](=O)[O-])cc1-c1ccc(/C=N/c2c(-c3ccco3)nc3ccccn23)o1	0.0	-7	-7	/	-0.1	-12	6	/	-0.1

Reformatted with two lines to a compound: 2 of the compounds above.
Every second line gives: PfHsp40 rescue	Yp Topo-I inh	Anthrax LF inh2	SSB-PriA inh	BoNT A protease	PrPC TRFRET	3CLpro inhibitor	TcdB inh	BH1578 lux ind
> Cc1nc(-c2ccc(S(=O)(=O)Nc3ccc(Br)cc3Cl)s2)cs1
→ 26*	15	-9	-10	0.5	37*	5	-0.4	0.9
> Cc1csc(NC(=O)c2cccnc2Cl)n1
→ -0.5	-8	20	-2	-4.6	-4	/	0.4	-0.4

(more compounds)
SMILES	PfHsp40 rescue	Yp Topo-I inh	Anthrax LF inh2	SSB-PriA inh	BoNT A protease	PrPC TRFRET	3CLpro inhibitor	TcdB inh	BH1578 lux ind
Cc1ccc(-n2cc(CNCCN3CCOC3=O)c(-c3cccc(C)c3)n2)cc1	-0.7	4	0	-7	-0.4	-16	1	1.2	-0.3
COc1ccc(C2c3c(ncn(CCCN4CCOCC4)c3=N)Oc3ccc4ccccc4c32)cc1OC (stereo unspecified)	-1.2	2	-50	12	-76	2	-3	2.9	-0.4
CC1(C)CC(NC(=O)c2ccccc2NS(=O)(=O)c2ccc(Br)cc2)CC(C)(C)N1	-2.8	-13	-4	-1	-0.4	3	/	1.9	-1.6
CC1SC(=NC(=O)C(C)N2C(=O)c3ccccc3C2=O)NC1=O (stereo unspecified)	-1.6	-1	2	1	-0.1	3	-3	/	-1.0
OCC[C@@H]1C[C@H](O)[C@@H](O)[C@@]2(OCCCc3cc(C(F)(F)F)ccc32)O1	/	/	-4	/	0.5	4	/	0.4	/
O=C(CSC(=O)c1ccccc1)Nc1ccccc1F	1.5	5	-2	-2	0.5	-5	/	0.8	0.0
O=c1cc(-c2ccccc2)[nH]c2cc(Cl)ccc12	0.7	5	-5	-13	-1.2	9	-3	1.4	-0.4
COc1ccccc1NS(=O)(=O)c1ccc2oc(SCc3ccc(C#N)cc3)nc2c1	-0.3	12	0	-9	-1.1	4	-3	/	-0.4
N#Cc1c(-c2ccc(Cl)cc2)c(C#N)c(=O)n(N)c1N	-3.0	-4	-3	2	-0.9	-4	0	/	-0.3
O=C(O)CSc1c(-c2ccccc2)[nH]c2ccccc12	-0.7	-9	3	16	0.5	1	5	/	-1.4
NCCCCCc1nnc(SCc2cccc(Cl)c2)o1	-0.6	-6	-5	-12	-0.7	7	-1	/	-0.2
O=C(COc1ccc2ccccc2c1)N1CCN(CC2CC3C=CC2C3)CC1 (stereo unspecified)	-0.4	34	0	2	0.4	8	0	/	-0.3
CNC(=S)N(CCN(C)C)Cc1cc2cc3c(cc2[nH]c1=O)OCO3	-1.1	0	-6	-12	0.7	-2	-4	0.7	0.9
O=C(c1ccccc1SCc1ccccc1)N1CCCCCC1	0.7	18	-2	-31	0.4	15	0	3.2	i
OC(COc1ccc2c(c1)CCC2)CN1CCN(c2cccc(Cl)c2)CC1 (stereo unspecified)	1.3	20	-4	-11	-1.4	-5	-2	/	i
CC(C)(C)n1nc2c(c1NC(=O)COc1ccc(Cl)cc1)CS(=O)(=O)C2	1.3	13	-1	1	0.3	0	0	0.6	-0.3
Cn1ccc2c(N(Cc3ccccc3)Cc3ccccc3)cc3c(c21)C1CCC3C1 (stereo unspecified)	/	/	-7	/	-0.2	6	/	1.8	/
COCCCNC(=O)c1cc(C)nc2ccc(F)cc12	1.2	-2	-5	-14	0.6	0	3	/	-0.2
Nc1c(-c2ccc(F)cc2)cnc2ncnn12	-0.2	7	-10	-8	0.2	1	4	/	-0.3
COc1ccc(C(C)(NC(C)=O)c2nc(/C=C/c3ccccc3)cs2)cc1 (stereo unspecified)	/	25	-2	/	0.0	-4	/	-0.9	i
Cc1ccccc1P(=O)(CO)c1ccccc1C	-0.9	3	-4	-2	-0.4	5	1	/	0.8
CC(C)(C)c1nc(NCC2CCCO2)c2nnn(Cc3ccccc3)c2n1 (stereo unspecified)	-0.2	-2	-4	-5	-0.3	-1	-1	1.1	-4.2
ON=C1CCN(c2ncc(C(F)(F)F)cc2Cl)CC1	0.3	2	-1	-18	0.0	-2	-4	/	i
COc1cccc(C(=O)NCCCn2ccnc2)c1	-1.3	10	2	-3	0.4	-5	1	0.3	-1.6
COc1cc2c(cc1OC)CN(CC(=O)Nc1ccccc1C(=O)NCc1ccccc1)CC2	-0.2	13	-3	0	-2.7	6	2	-0.1	-0.3
CSCC(=O)N1CCCC(N2CCN(c3ccc(F)cc3)CC2)C1 (stereo unspecified)	-0.3	3	2	10	3.2	-2	1	-0.1	-1.7
COCCCN1C(=O)CS/C1=N\S(=O)(=O)c1ccccc1	-0.5	3	-4	/	0.0	-3	4	0.2	-0.3
CCOc1ccc(-n2nnnc2-c2nc3ccccc3s2)cc1	-1.5	-1	1	9	1.6	0	3	/	i
Cc1ccc(N(C(=O)C2CCCC2)C2C=CS(=O)(=O)C2)cc1 (stereo unspecified)	1.5	3	-8	-6	-0.4	7	-2	/	3.6
COc1cc(NC(=O)c2nccnc2N)cc(C(=O)Nc2cccc(C(F)(F)F)c2)c1	-0.2	-8&-14	-5&-3	-21	-0.5&0.1	-1&0	/	0.7&-1.9	-0.4
Cc1ccc(S(=O)(=O)NCCCN2CCCC2)cc1	0.6	0	10	-3	-0.2	55*	-2	1.1	1.2

Seven entries already listed, ordered by formula weight, largest number first.
SMILES	PfHsp40 rescue	Yp Topo-I inh	Anthrax LF inh2	SSB-PriA inh	BoNT A protease	PrPC TRFRET	3CLpro inhibitor	TcdB inh	BH1578 lux ind
COc1cc(NC(=O)c2nccnc2N)cc(C(=O)Nc2cccc(C(F)(F)F)c2)c1	-0.2	-8&-14	-5&-3	-21	-0.5&0.1	-1&0	/	0.7&-1.9	-0.4
CSCC(=O)N1CCCC(N2CCN(c3ccc(F)cc3)CC2)C1 (stereo unspecified)	-0.3	3	2	10	3.2	-2	1	-0.1	-1.7
COCCCN1C(=O)CS/C1=N\S(=O)(=O)c1ccccc1	-0.5	3	-4	/	0.0	-3	4	0.2	-0.3
Cc1ccc(N(C(=O)C2CCCC2)C2C=CS(=O)(=O)C2)cc1 (stereo unspecified)	1.5	3	-8	-6	-0.4	7	-2	/	3.6
ON=C1CCN(c2ncc(C(F)(F)F)cc2Cl)CC1	0.3	2	-1	-18	0.0	-2	-4	/	i
Cc1ccc(S(=O)(=O)NCCCN2CCCC2)cc1	0.6	0	10	-3	-0.2	55*	-2	1.1	1.2
COc1cccc(C(=O)NCCCn2ccnc2)c1	-1.3	10	2	-3	0.4	-5	1	0.3	-1.6

Screening results from PubChem BioAssay.
